Screens (PubChem)
RTF Ca sens inh: cardiac RTF calcium desensitization. P19429+P45379. IANBD-labeled cardiac RTF, Ca2+ fluorescence. inhibition, % at 7.15 µM. hit rate 0.12% among 340,000;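 active = inhibition above the mean inhibition of all tested compounds plus 3 SD, cut at about 17% in these data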;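 note: assay run at fixed EC70 calcium of 1.6 mM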
Wnt act: activates Wnt/beta-catenin signaling in a reporter cell assay. AID 743398. hit rate 1.2% among 300,000. activation, % at 9.35 µM. activator, plate reader; in the data active = activation above about 30%, passing the limit was not always enough;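 note: 0% = neutral control wells and 100% = positive control wells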
Pemphigus Ab inh: inhibitors of pemphigus antibody binding to human desmoglein-3; binding (percent of control), % at 10 µM; DSG3-coupled beads, scFv-anti-DSG3-GFP binding, flow cytometry; stronger effect = lower value; P32926; hit rate 0.48% among 310,000;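 active = binding more than 3 SD below its plate's average and above zero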; note: some compounds called inactive have numbers as strong as hits
Keap1 Nrf2 FP: inhibitors of human Keap1-Nrf2 protein-protein interaction; Q14145; Keap1 Kelch-Nrf2 peptide fluorescence polarization, 1536-well; inhibition, % at 9.4 µM; hit rate 0.15% among 340,000; in the data active = inhibition above about 12%;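 note: human Keap1 Kelch domain with fluorescein labeled Nrf2 9mer peptide probe; 0% = neutral control wells and 100% = peptide positive control; higher means more block of Keap1 binding to Nrf2 peptide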
C-LANA FP: blocks KSHV LANA C-terminal domain binding to DNA | MBP-C-LANA/FAM-LBS DNA binding, fluorescence polarization | inhibition, % at 9 µM | hit rate 0.078% among 340,000 | AID 504423;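 active = highest replicate inhibition at or above 60% at 9 µM, even if other replicates fall short; inactive = all replicates below 60% inhibition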;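 note: 0% = neutral control wells and 100% = 4 µM acridine orange control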
V-ATPase pH: yeast V-ATPase proton transport regulation by pHLuorin | S. cerevisiae, pHLuorin cytosolic pH fluorescence | hit rate 0.37% among 350,000 | response, % at 10 µM; in the data active = response mostly above about 7.3%, no sharp cut-off; inactive = mostly below about 5.4%; note: actives read high; inactives centre near 0; some compounds called inactive have numbers as strong as hits; reference of the scale not given here
OPRM1-OPRD1 ag: OPRM1-OPRD1 heterodimerization agonism. cells, luminescence. activation, % at 9.3 µM. hit rate 0.3% among 340,000. AID 504326; in the data active = activation above about 18%;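 note: 0% = vehicle-treated cells and 100% = reference agonist; values of inactives mirror those of a sister screen read the other way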
Target sequence (P35372 whole entry, looked up): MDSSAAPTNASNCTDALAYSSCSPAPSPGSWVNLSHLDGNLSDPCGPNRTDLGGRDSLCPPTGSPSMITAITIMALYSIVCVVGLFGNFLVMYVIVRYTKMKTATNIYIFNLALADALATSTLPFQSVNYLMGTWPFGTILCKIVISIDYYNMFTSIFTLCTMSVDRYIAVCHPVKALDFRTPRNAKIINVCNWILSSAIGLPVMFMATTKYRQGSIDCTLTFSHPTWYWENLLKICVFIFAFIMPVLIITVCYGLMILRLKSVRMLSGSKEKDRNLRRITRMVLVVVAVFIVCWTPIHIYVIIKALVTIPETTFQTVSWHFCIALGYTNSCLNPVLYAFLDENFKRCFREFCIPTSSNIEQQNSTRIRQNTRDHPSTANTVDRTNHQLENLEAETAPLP
Target sequence (P41143 whole entry, looked up): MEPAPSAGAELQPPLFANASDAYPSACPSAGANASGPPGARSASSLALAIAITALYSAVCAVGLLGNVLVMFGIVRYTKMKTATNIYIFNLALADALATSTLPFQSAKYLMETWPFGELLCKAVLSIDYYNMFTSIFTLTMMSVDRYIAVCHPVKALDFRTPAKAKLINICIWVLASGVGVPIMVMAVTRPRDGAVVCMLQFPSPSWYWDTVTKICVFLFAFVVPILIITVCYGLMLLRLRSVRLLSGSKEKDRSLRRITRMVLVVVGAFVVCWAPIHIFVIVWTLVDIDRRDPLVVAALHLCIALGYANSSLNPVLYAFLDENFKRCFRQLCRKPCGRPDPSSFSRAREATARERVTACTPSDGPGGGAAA
RTF Ca sens act: cardiac RTF calcium sensitization. AID 493008. activation, % at 7.2 µM. hit rate 0.24% among 340,000. P19429+P45379. IANBD-labeled TnC RTF fluorescence at EC20 calcium; 0% EC20 calcium, 100% full calcium;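 active = activation above the mean over all tested compounds plus 3 SD, cut at about 30% in these data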;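 note: rise in fluorescence read as greater calcium sensitivity of cardiac thin filaments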
Arr AP2 block: blocks beta-arrestin peptide binding to AP2 adaptin; FITC-arrestin peptide / GST-AP2 beads, flow cytometry; AP2 beta2 appendage carries R879A mutation; inhibition, % at 10 µM; hit rate 0.31% among 340,000; AID 504490;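 active = inhibition above a set limit, near 3 SD of compounds lacking own fluorescence, cut at about 54% in these data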;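 note: plate controls were DMSO wells for no effect and 5 µM unlabelled arrestin peptide for full effect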
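Assay system: GST-AP2 R879A bound to glutathione beads, E. coli-expressed; Medium: PBS with 0.05% Tween 20 and 0.1% BSA; Also added: fluorescein-tagged arrestin peptide at 50 nM final; Timing: 12 min plus 1 h, RT; Measured by: flow cytometry, FL1 (488/535 nm); Evaluation: percent drop in bead-associated FITC signal.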
MOR-DOR inv ag: inverse agonists of human mu-delta opioid receptor heterodimerization | inhibition, % at 9.3 µM | P35372+P41143 | cell-based MOR-DOR heterodimer luminescence, inverse agonism | hit rate 0.21% among 340,000; in the data active = inhibition above about 22%, passing the limit was not always enough;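 note: 0% = cells with DMSO and 100% = wells without cells with DMSO; values of inactives mirror those of a sister screen read the other way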
* hit, by the source's call; · = not tested or not shown.

SMILES,RTF Ca sens inh,Wnt act,Pemphigus Ab inh,Keap1 Nrf2 FP,C-LANA FP,V-ATPase pH,OPRM1-OPRD1 ag,RTF Ca sens act,Arr AP2 block,MOR-DOR inv ag
Cc1ccc(C)c(S(=O)(=O)N2CCCOC2CNC(=O)C(=O)NCc2cccs2)c1 (centres undefined),2,-3,102,-4,-1.4,-2,-2.3,-2,-8,12
Cc1ccc(S(=O)(=O)N2[C@@H](c3ccc(C(C)(C)C)cc3)C(C(=O)O)=CC[C@H]2c2cccc(Cl)c2)cc1,2,-2,97,0,-0.4,-1,-1.5,-6,9,7
O=C(Nc1nccs1)c1ccc(F)c(S(=O)(=O)N2CCOCC2)c1,2,-1,102,-1,-0.1,1,-1.7,2,1,9
CC(=O)Nc1ccc(OS(=O)(=O)c2ccc([N+](=O)[O-])cc2)cc1,-5,0,102,-3,0.4,3,4.2,-1,-20,-23
O=C(O)c1ccccc1C(=O)Nn1cnnc1,1,1,114,-2,1.3,1,-4.0,-2,11,18
COc1ccc(CNC(=O)CN2C(=O)C3CCCN3c3ncc(Cl)cc32)cc1 (centres undefined),-12,-8,105,-20,0.3,-2,0.2,2,11,-1
Cc1cc2sc(C(=O)O)c(C)c2s1,-9,0,·,-6,-1.2,6,-0.3,1,-6,1
CC1CCCCN1CCNC(=O)Cn1nc(-c2ccccc2)ccc1=O (centres undefined),-5,0,110,-3,-0.1,-3,-0.8,-2,7,5
COC(=O)Cc1ccc(NC(=S)Nc2ccccn2)cc1,-2,5,101,-7,0.5,1,-2.1,-1,3,11
Nc1ncccc1C(=O)OCC(=O)NC1CCCCCC1,-18,2,113,-1,4.4,2,-2.4,4,-16,9
O=C(Cn1cnc2c(NCc3ccccc3)ncnc21)N1CCN(c2ccccn2)CC1,-5,-2,101,3,0.4,0,·,2,-6,·
NC1=C([N+](=O)[O-])C(c2ccccc2)C2=C(CCCC2=O)O1 (centres undefined),-10,-5,105,-4,2.0,-1,0.0,1,-4,0
CC1(C)CC(=O)C(C=NCC2CCN(C(=S)Nc3ccccc3)CC2)=C(O)C1,·,-1,106,·,·,0,·,·,-5,·
CCc1cc(=O)oc2cc(OCC(=O)OC)c(Cl)cc12,-8,3,99,-4,-0.7,2,0.1,0,7,0
COc1ccccc1N/C=C/c1onc(C)c1[N+](=O)[O-],-2,-2,164,-12,-0.3,-3,0.6,2,4,-4
COc1ccc(C(=O)COC(=O)CCC(=O)c2cccs2)cc1,1,-6,100,3,-0.4,0,-3.2,-4,2,16
Brc1ccc(NC2=Nc3ccccc3CC2)cc1,10,·,·,-5,0.4,-1,26*,-1,11,-165
COc1ccc2c(/C=C/c3cc[n+](C)cc3)c[nH]c2c1,-17,-2,133,-13,-17,-3,3.1,8,-1,-15
CC(C)CCNC1c2ccccc2C(=O)N1Cc1ccccc1 (centres undefined),-3,-2,93,-8,-0.7,0,1.5,-4,-4,-7
COc1cccc(N2C(=O)C3NN=C(C(=O)CN4C(=O)c5ccccc5C4=O)C3C2=O)c1 (centres undefined),·,2,109,·,·,2,·,·,0,·

Ordered by molar mass (low to high): some entries from above.
SMILES,RTF Ca sens inh,Wnt act,Pemphigus Ab inh,Keap1 Nrf2 FP,C-LANA FP,V-ATPase pH,OPRM1-OPRD1 ag,RTF Ca sens act,Arr AP2 block,MOR-DOR inv ag
Cc1cc2sc(C(=O)O)c(C)c2s1,-9,0,·,-6,-1.2,6,-0.3,1,-6,1
COc1ccccc1N/C=C/c1onc(C)c1[N+](=O)[O-],-2,-2,164,-12,-0.3,-3,0.6,2,4,-4
CCc1cc(=O)oc2cc(OCC(=O)OC)c(Cl)cc12,-8,3,99,-4,-0.7,2,0.1,0,7,0
Brc1ccc(NC2=Nc3ccccc3CC2)cc1,10,·,·,-5,0.4,-1,26*,-1,11,-165
CC(=O)Nc1ccc(OS(=O)(=O)c2ccc([N+](=O)[O-])cc2)cc1,-5,0,102,-3,0.4,3,4.2,-1,-20,-23
CC1CCCCN1CCNC(=O)Cn1nc(-c2ccccc2)ccc1=O (centres undefined),-5,0,110,-3,-0.1,-3,-0.8,-2,7,5
O=C(Nc1nccs1)c1ccc(F)c(S(=O)(=O)N2CCOCC2)c1,2,-1,102,-1,-0.1,1,-1.7,2,1,9
CC1(C)CC(=O)C(C=NCC2CCN(C(=S)Nc3ccccc3)CC2)=C(O)C1,·,-1,106,·,·,0,·,·,-5,·
COc1ccc(CNC(=O)CN2C(=O)C3CCCN3c3ncc(Cl)cc32)cc1 (centres undefined),-12,-8,105,-20,0.3,-2,0.2,2,11,-1
O=C(Cn1cnc2c(NCc3ccccc3)ncnc21)N1CCN(c2ccccn2)CC1,-5,-2,101,3,0.4,0,·,2,-6,·
COc1cccc(N2C(=O)C3NN=C(C(=O)CN4C(=O)c5ccccc5C4=O)C3C2=O)c1 (centres undefined),·,2,109,·,·,2,·,·,0,·
Cc1ccc(S(=O)(=O)N2[C@@H](c3ccc(C(C)(C)C)cc3)C(C(=O)O)=CC[C@H]2c2cccc(Cl)c2)cc1,2,-2,97,0,-0.4,-1,-1.5,-6,9,7

Next structures follow.
SMILES,RTF Ca sens inh,Wnt act,Pemphigus Ab inh,Keap1 Nrf2 FP,C-LANA FP,V-ATPase pH,OPRM1-OPRD1 ag,RTF Ca sens act,Arr AP2 block,MOR-DOR inv ag
COC(=O)CCCC1=CC2=CC(=O)C(C)(OC(=O)c3cccs3)C(=O)C2=CN1c1ccccc1 (centres undefined),4,0,101,-3,0.8,-10,2.9,-2,13,-16
CN(C)c1ccc(NC(=O)CCn2c(=S)oc3ccccc32)cc1,5,0,100,-4,-1.4,0,-1.8,-9,-6,9
CCOC(=O)c1c(NC(=O)CCC(=O)NCc2ccco2)sc2c1CCCC2,-13,-3,94,1,-0.7,-2,-2.0,-5,1,11
COc1cccc(NC(=O)N2CCC(NC(=O)c3ccco3)CC2)c1,1,-1,120,0,-0.7,0,0.8,-7,19,-6
COc1ccccc1C1CCN(C(=O)c2cccs2)CC1,·,0,93,-5,-0.9,5,·,·,-3,·
CNC(=O)CN1C(=O)NC(c2ccccc2)(c2ccccc2)C1=O,-5,0,105,-6,-0.2,5,0.6,-2,-4,-4
COc1ccc(/C(C)=N/NS(=O)(=O)c2ccccc2)c(OC)c1,-11,22,93,-7,0.1,-2,-1.8,8,10,10
O=C1CS/C(=C/C(=O)c2cccc(Cl)c2)N1,-10,-2,107,2,0.5,6,-3.0,0,0,14
COc1ccc(-c2csc(NC(=S)NC(=O)c3ccco3)n2)cc1,-3,10,92,3,1.8,2,0.2,1,-4,-1
O=C(CC(=O)N/N=C\c1c(Cl)cccc1Cl)NCc1ccccc1,-1,-5,·,1,0.4,-4,-1.1,2,-8,6
Cc1nc([N+](=O)[O-])nn1C12CC3CC(CC(Br)(C3)C1)C2,8,·,100,2,-0.2,0,2.9,-1,20,-18
O=C(NC(=O)c1cnccc1C(F)(F)F)Nc1ccccc1,-4,4,101,-5,-1.9,1,-2.3,3,-5,12
COc1ccc(Cl)cc1NC(=O)CCc1ccccc1,-11,-1,·,-1,-0.9,-1,0.5,-4,29,-3
O=Cc1ccc2oc3nc4n(c(=O)c3c(=O)c2c1)CCCS4,-7,-2,90,-1,2.1,-2,-2.3,-4,0,12
O=C(OCC1CCC=CO1)C1CCC=CO1 (centres undefined),8,1,95,-9,1.3,-4,0.0,-12,14,0
O=C(Nc1cccc(F)c1)N1CCCCCC1,-9,-1,103,-1,-2.6,0,-1.9,-4,11,11
O=[N+]([O-])c1ccc(Oc2cccnc2)c([N+](=O)[O-])c1,-9,-2,91,-2,1.2,1,0.4,1,-12,-2
COc1cc(C(=O)NCCNC(=O)C2CCCNC2=O)cc(OC)c1OC (centres undefined),-3,-3,·,1,2.4,-1,-2.2,3,1,11
COc1ccc(Br)cc1CN(C)C(=O)c1ccncc1,-6,-2,93,3,1.1,4,-2.3,1,-1,12
Cn1cc([N+](=O)[O-])c(C(=O)N/N=C/c2ccncc2)n1,-10,2,108,-7,0.3,-1,-1.7,-3,8,9
O=C(NCCC(=O)N1CCN(S(=O)(=O)c2ccc(F)cc2)CC1)Nc1ccccc1,2,-1,89,-3,2.5,1,-3.6,6,2,15
Cc1nnc(SCC(=O)NNC(=O)CC#N)[nH]c1=O,-14,-1,97,-4,-0.9,1,-0.9,0,0,5
O=C(Cn1nnc(-c2ccccc2F)n1)Nc1cccc2ncccc12,-3,-1,99,-2,-1.4,1,12,0,10,-70
COC(=O)NCC12CC3CC(C1)CC(CNC(=O)OC)(C3)C2,-4,-6,99,-9,-1.5,3,-0.3,-11,37,2
COc1ccc(-c2noc(CCC(N)=O)n2)cc1OC,-8,·,107,-4,0.2,3,-1.2,-1,-3,6
COc1ccc(N2CCN(C(=O)c3cccc(S(=O)(=O)N4CCCc5ccccc54)c3)CC2)cc1,-1,-4,102,-3,1.2,2,-0.4,0,0,2
CC(C(=O)NC1CCCC1)N(Cc1ccc2c(c1)OCO2)C(=O)c1snc(C(N)=O)c1N (centres undefined),5,·,96,0,-1.4,1,-2.5,-5,7,13
O=C(N/C(=C/c1cccnc1)C(=O)N1CCOCC1)c1ccccc1,-6,-7,109,-5,-0.9,·,-0.5,1,-2,4
CS(=O)(=O)c1ccc2nc(NC(=O)c3ccco3)sc2c1,-11,17,93,1,0.2,-2,-2.2,-1,3,11
Cc1ccc(S(=O)(=O)/N=C(\N)Nc2nc(C)c3ccccc3n2)cc1,-7,3,89,3,1.3,-2,0.7,1,2,-4
Cc1cccc(-n2nnnc2SCC(=O)NCCN2C(=O)CSC2=O)c1,-8,-6,93,3,0.6,-1,0.1,8,-9,0
COCCNC(=O)CS(=O)Cc1nc(-c2ccc(OC)cc2)oc1C (centres undefined),-9,1,102,0,1.0,2,-0.3,1,7,2
CCOc1ccc(Nc2nc(Cc3nnc(SCC(=O)NCc4ccco4)n3CC)cs2)cc1,-1,·,97,-1,-1.3,2,-1.6,3,-8,9
Cc1cc(C)c2nc(SCC(=O)N3CCCCC3)c(C#N)cc2c1,-2,·,97,-6,1.9,0,-3.5,-1,-3,20
COc1ccc(CC(=O)n2[nH]c(=O)cc(C)c2=O)cc1OC,-8,0,99,-3,-1.7,1,1.3,2,1,-7
Cc1[nH]c(=O)[nH]c(=O)c1S(=O)(=O)Nc1ccc(S(N)(=O)=O)cc1,-9,2,98,-2,0.0,7,-1.1,-3,20,5

An unsorted share of the library; overall some 3.1% were active at least once.
